Assay outcomes (PubChem BioAssay)
HT1080 IDH1KD tx – qHTS for induction of synthetic lethality in tumor cells producing 2HG: qHTS for the HT-1080-IDH1KD cell line. Potency, µM (highest dose often 46.1 µM), for inactives: top-dose activity, negative = toxicity, most hits filed as cytotoxic. HT-1080 IDH1 knockdown viability, ATP luminescence, 48 h. hit rate 2% among 360,000;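 note: potency is the fitted concentration of half-maximal effect; 0% = DMSO wells and -100% = cell-free medium wells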
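Cytotoxicity counter-line: IDH1KD HT-1080, 48 h, CellTiter-Glo. Curves classed by r2, magnitude and activity.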
GLP1R cytotox – qHTS of GLP-1 Receptor Inverse Agonists: Cytotox Screen; HEK293 cAMP-luciferase reporter cells, luminescence, 24 h; Potency, µM (titrated, usually from 38.3 µM), for the others: at the highest dose activity change, negative = inhibition, actives largely listed as inhibitors; hit rate 0.13% among 410,000;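 note: loss of luciferase light is scored as toxicity; potency is the fitted concentration of half-maximal effect; % is set by controls: 0 for no effect and ±100 for the full control effect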
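Luminescence readout: signal drop marks cytotoxicity. Plated cells grew 12 h at 37 °C, 5% CO2, received 23 nL compound for 24 h, then got luciferase reagent, read after 12 min at RT.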
DRD3 agonist – qHTS of D3 Dopamine Receptor Agonist: qHTS. D3R DiscoveRx beta-arrestin cells, luminescence, 90 min. max activation, %. hit rate 0.58% among 410,000. D(3) dopamine receptor (Homo sapiens), P35462; in the data active = max activation above about 30%; note: 0% is about no effect; mostly tested at two doses, the higher about 12 µM
Target sequence (P35462 whole entry, looked up): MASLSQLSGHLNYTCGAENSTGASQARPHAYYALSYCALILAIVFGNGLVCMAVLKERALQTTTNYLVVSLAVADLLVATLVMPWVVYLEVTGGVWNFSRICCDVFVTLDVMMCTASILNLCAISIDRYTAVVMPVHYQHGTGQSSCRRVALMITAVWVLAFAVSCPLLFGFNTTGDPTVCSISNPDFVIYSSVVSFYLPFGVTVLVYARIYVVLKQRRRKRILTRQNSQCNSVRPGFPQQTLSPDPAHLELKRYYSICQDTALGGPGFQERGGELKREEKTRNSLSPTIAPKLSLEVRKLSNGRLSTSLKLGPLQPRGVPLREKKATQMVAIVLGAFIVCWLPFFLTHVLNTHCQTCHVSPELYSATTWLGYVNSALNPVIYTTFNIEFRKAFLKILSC
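Agonist-mode cell screen: cells plated at 1500/well and incubated overnight at 37 °C, then exposed to library compounds for 90 min at 37 °C. Detection reagent was added for 30–60 min at room temperature, and luminescence was read.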
SW480 rerep – A quantitative high throughput screen for small molecules that induce DNA re-replication in SW480 colon adenocarcinoma cells | hit rate 1.8% among 340,000 | SW480 DNA re-replication, Hoechst DNA content imaging, 48 h | Potency, µM (highest dose often 46.1 µM), inactives show at the highest dose re-replication activation, most hits filed as activators; note: potency is the fitted concentration of half-maximal effect; % of control where 0% means no effect; nearly all actives have a fitted effect of over 55% in size
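Per well, 250 cells were exposed to pinned compound for 48 hr. Nuclear DNA was visualised with Hoechst (40 min, 37 C) and total object intensity recorded by fluorescence scanning.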
KB-3-1 cytotox – qHTS assay for MDR1-selective chemotherapeutics: Primary screen using the parental adenocarcinoma cell KB-3-1 | KB-3-1 viability, CellTiter-Glo ATP luminescence, 72 h | Potency, µM (top dose mostly 46.1 µM), without a hit: at the highest dose activity change, negative = cytotoxic, actives largely listed as cytotoxic | hit rate 1.4% among 400,000 | AID 1347075, 2019; note: potency is the fitted concentration of half-maximal effect; % is set by controls: 0 for no effect and ±100 for the full control effect; nearly all actives have a fitted effect of over 60% in size
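72 h, 37 °C compound treatment of KB-3-1 parental cells; CellTiter-Glo added, 10 min, luminescence read. Data corrected against DMSO-only plates and normalized before curve fitting.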
IL1B secr inh – qHTS for Inhibitors of Inflammasome Signaling: IL-1-beta AlphaLISA Primary Screen. THP-1 LPS/ATP IL-1B secretion, AlphaLISA, 16 h; stronger effect = lower value. activity change, % at 57.5 µM. hit rate 4.7% among 360,000; in the data active = activity change below about -50%; inconclusive = mostly about -30% to -49%; note: % is set by controls: 0 for no effect and ±100 for the full control effect
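THP-1 cells pretreated 1 hr with compounds (up to 57.5 uM final), then stimulated with LPS (250 ng/mL final) plus ATP (1.25 mM final); secreted IL-1B measured by AlphaLISA after 16 hr, decreased signal indicating inhibition.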
KB-V1 cytotox – qHTS assay for MDR1-selective chemotherapeutics: Primary screen using the drug-selected MDR subline cells KB-V1; KB-V1 MDR cells viability, CellTiter-Glo, 72 h; Potency, µM (doses to about 46.1 µM), without a hit: top-dose activity change, negative = cytotoxicity, most hits filed as cytotoxic; hit rate 3.4% among 400,000; note: potency is the fitted concentration of half-maximal effect; % is set by controls: 0 for no effect and ±100 for the full control effect; nearly all actives have a fitted effect of over 60% in size
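qHTS viability screen in drug-selected KB-V1 MDR cells: 72 h compound treatment at 37 degrees C, ATP luminescence end point.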
HT1080NT lethal – qHTS for induction of synthetic lethality in tumor cells producing 2HG: qHTS for the HT-1080-NT fibrosarcoma cell line; AID 686970, 2013; Potency, µM (doses to about 46.1 µM), without a hit: at the top dose activity, negative = less viability, actives largely listed as cytotoxic; HT-1080-NT fibrosarcoma viability, CellTiter-Glo ATP luminescence, 48 h; hit rate 1.6% among 360,000;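 note: NT is the 2HG producing partner of a matched IDH1 knockdown line; potency is the fitted concentration of half-maximal effect; 0% = DMSO-treated cells and -100% = media-only wells without cells; nearly all actives have a fitted effect of over 55% in size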
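Viability by CellTiter-Glo luminescence after 48 h compound exposure at 37C of HT-1080-NT cells (750/well, RPMI, 5% FBS). % activity scaled between DMSO wells and medium-only wells, then curve-fitted and categorized by curve class.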
MCF10A rerep – A quantitative high throughput screen for small molecules that induce DNA re-replication in MCF 10a normal breast cells; AID 624296, 2012; MCF 10A DNA re-replication, Hoechst nuclear intensity, 48 h; hit rate 2.9% among 350,000; Potency, µM (titrated, usually from 46.1 µM), without a hit: at the highest dose activity, positive = re-replication, most hits filed as activators; note: potency is the fitted concentration of half-maximal effect; % of control where 0% means no effect; nearly all actives have a fitted effect of over 50% in size
An asterisk follows results filed as active; ? = inconclusive; / = not tested or not shown; [ ] = remark or other dose. Unless noted, calls come from the whole dose curve; as a rule, active = well fitted curve in the direction sought with a large enough effect; inconclusive = small, poorly fitted or top-dose-only effect, or another doubt; inactive = no such curve, though single readings can be large; an effect the other way counts as inactive or inconclusive.

SMILES	HT1080 IDH1KD tx	GLP1R cytotox	DRD3 agonist	SW480 rerep	KB-3-1 cytotox	IL1B secr inh	KB-V1 cytotox	HT1080NT lethal	MCF10A rerep
Cc1ccccc1NC(=O)Nc1nnc([C@@H]2C[C@H](O)[C@@H](CO)O2)s1	6.7%	0.7%	53.9*	/	18.2%	10.6	-3.6%	12.8%	/
CCCOc1cccn2c(N(C=O)Cc3ccc(OC)cc3)c(CC)nc12	2.3%	-0.9%	-12.1	/	-1.9%	8.8	?	1.0%	/
O=C1OC(N2C(=O)CC[C@H]2C(=O)Nc2cccc(F)c2)c2ccccc21 (stereo partly drawn)	-4.4%	0.7%	23.6	4.11µM*	-0.7%	9.9	0.0%	0.8%	-57.0%[inhibitor]
COc1ccc(-n2c(Cc3cc(=O)[nH]c(=O)[nH]3)nnc2SCC(=O)NC2CCCC2)cc1	8.4%	4.7%	5.0	14.6%	6.2%	?	9.7%	-2.0%	-1.8%
Cc1ccc(OCC(O)Cn2c(=N)n(Cc3ccccc3)c3ccccc32)cc1 (stereo not drawn)	18.4µM*	?	2.1	?	-9.4%	-89.7*	16.4µM*	-24.6%	?
CCn1c(NC(=O)c2cccs2)nc2ccccc21	?	1.4%	13.5	-5.4%	?	13.9	?	?	-1.0%
Cc1cccc(/C=N/NC(=O)c2c(-c3ccccc3)noc2C)c1O	?	-3.6%	1.7	?	?	134.7	-1.4%	?	8.1%
O=C(Nc1ccc2c(c1)OCCO2)C1c2ccccc2OCC(=O)N1CC(F)(F)F (stereo not drawn)	2.2%	2.2%	-4.3	/	8.2%	-20.4	-13.2%	-3.5%	/
O=C(NN1CCOCC1)c1cccc(F)c1	12.9%	-2.1%	10.0	-9.9%	0.2%	7.0	13.4%	4.6%	-0.3%
c1ccc(-n2nnnc2SCc2cccc3nsnc23)cc1	-9.4%	-11.8%	4.5	-0.9%	9.4%	?	-15.8%	-20.3%	24.7%
Cc1c(C(=O)Nc2ccccc2)oc2c1C(=O)CC(C)(C)C2	9.5%	3.9%	-11.7	1.2%	1.4%	-23.0	-0.7%	5.5%	?
Cc1cccc(NC(=O)C2CCN(S(=O)(=O)c3ccc4[nH]c5c(c4c3)CCCCC5)CC2)c1	/	-4.3%	2.4	/	?	/	10.0%	/	/
CCOC(=O)/C(N=Nc1ccc(F)cc1)=C(/O)c1ccc([N+](=O)[O-])cc1	-4.2%	1.2%	2.4	4.7%	0.2%	8.3	0.0%	-3.8%	7.6%
CC(=O)Nc1ccccc1NC(=O)C/C(C)=N/NC(=O)c1ccncc1	-0.5%	5.0%	0.7	-1.2%	-5.1%	30.9	-2.8%	0.4%	0.1%
Cc1cc(OCCN2CCOCC2)ccc1[N+](=O)[O-]	-4.7%	11.0%	-4.6	?	-1.6%	4.3	-14.5%	-5.9%	5.6%

An excerpt of these results, with each value named.
SMILES: COc1ccc(-n2c(Cc3cc(=O)[nH]c(=O)[nH]3)nnc2SCC(=O)NC2CCCC2)cc1
  HT1080 IDH1KD tx = 8.4%	GLP1R cytotox = 4.7%	DRD3 agonist = 5.0	SW480 rerep = 14.6%	KB-3-1 cytotox = 6.2%	IL1B secr inh = ?	KB-V1 cytotox = 9.7%	HT1080NT lethal = -2.0%	MCF10A rerep = -1.8%

SMILES: Cc1ccc(OCC(O)Cn2c(=N)n(Cc3ccccc3)c3ccccc32)cc1 (stereo not drawn)
  HT1080 IDH1KD tx = 18.4µM*	GLP1R cytotox = ?	DRD3 agonist = 2.1	SW480 rerep = ?	KB-3-1 cytotox = -9.4%	IL1B secr inh = -89.7*	KB-V1 cytotox = 16.4µM*	HT1080NT lethal = -24.6%	MCF10A rerep = ?

Further records.
SMILES	HT1080 IDH1KD tx	GLP1R cytotox	DRD3 agonist	SW480 rerep	KB-3-1 cytotox	IL1B secr inh	KB-V1 cytotox	HT1080NT lethal	MCF10A rerep
O=C(NCCc1ccc(Cl)cc1Cl)c1cc([N+](=O)[O-])c[nH]c1=O	?	?	2.0	-60.5%[inhibitor]	-20.0%	56.2	-11.3%	-23.7%	?
Cc1cccc(Nc2nnc(SCC(=O)c3ccc(Br)s3)s2)c1C	?	-22.3%	8.1	2.2%	-3.4%	3.6	-8.7%	?	?
Cc1cc(C)c(C)c(S(=O)(=O)NC2CCN(Cc3ccccc3)CC2)c1C	16.4µM*	-17.3%	-12.8	-4.1%	3.6%	-73.2*	-3.4%	?	17.6%
CSc1nnc(SCC(=O)Nc2ccc3[nH]c(=O)[nH]c3c2)s1	-1.9%	0.0%	0.4	3.6%	0.8%	-3.8	?	1.6%	0.3%
O=S(=O)(c1cc(Cl)ccc1Cl)N1CCc2ccccc21	1.6%	1.9%	-6.3	-0.6%	-11.4%	24.3	-8.5%	8.5%	1.6%
CC(=O)c1cc2c(cc1NS(=O)(=O)c1ccccc1F)OCO2	2.1%	1.8%	-3.4	-1.7%	-5.4%	-2.1	0.6%	-8.7%	2.2%
COC(=O)C1C(=O)c2c([nH]c(C(=O)OCC3CCCO3)c2C)CC1C (stereo not drawn)	-5.2%	16.1%	-2.5	0.5%	-7.9%	-11.4	1.2%	-0.3%	6.1%
Cc1ccc(C2=CC(c3ccc(N(C)C)cc3)n3nnnc3N2)cc1 (stereo not drawn)	-14.9%	121.8%[activator]	0.4	?	-4.4%	10.6	19.8%	-19.7%	23.1µM*
CCc1ccccc1OCC(=O)Nc1ccc(N2CCCC2)cc1C	-29.3%	-0.6%	-5.3	?	-0.7%	-6.2	14.3%	?	0.8%
COCCNC(=O)c1ccccc1NC(=O)CN(c1ccc2c(c1)OCO2)S(C)(=O)=O	-4.0%	6.0%	-4.2	2.5%	-0.4%	-5.6	-23.9%	-0.8%	2.0%
Cc1ccc2c(C)c(C(=O)N3CCC(N4CCC(C(=O)NC5CC5)CC4)CC3)oc2c1	2.1%	3.5%	15.3	18.6%	13.8%	?	7.9%	-12.9%	-1.3%
O=C(O)/C=C/C(=O)NNC(=O)c1ccc(Br)cc1	12.5%	14.3%	-28.7	-3.7%	15.4%	19.8	1.5%	0.8%	6.1%
CC(=O)N1c2ccccc2C(=O)C1N1CCCCC1 (stereo not drawn)	-9.2%	20.3%	-4.8	-6.3%	0.4%	44.3	18.6%	-2.3%	-6.2%
CCOc1ccc(C(=O)CSc2nnc3ccccn23)cc1	2.1%	1.1%	-3.6	-3.4%	-4.3%	-11.5	-13.0%	-2.4%	-6.9%
CSCC[C@H](NC(=O)N1CCn2c1nc1ccccc12)C(=O)N[C@@H](C(=O)O)c1ccccc1	11.6%	-11.4%	-15.0	1.3%	0.0%	19.0	-1.2%	11.9%	-14.9%
CC(=O)NC(CCCNC(=S)NC1CCCCC1)C(=O)O (stereo not drawn)	9.7%	-3.0%	-18.3	-26.2%	-1.0%	20.6	6.9%	8.9%	-5.0%
CC(=O)CC(=O)Nc1cccc2c1CCCC2	1.6%	9.3%	-2.5	3.5%	-6.4%	5.3	0.5%	0.7%	?
Cc1cc(C)c(NC(=O)c2cc3c(nc4sccn43)s2)c(C)c1	2.1%	1.5%	1.7	14.0%	-2.8%	94.2	-2.0%	-0.1%	26.9%
COc1ccc(CCN2C(=O)c3ccccc3NC2c2cc(Cl)c(O)c(OC)c2)cc1 (stereo not drawn)	2.91µM*	?	-0.9	8.2µM*	?	29.5	?	1.64µM*	2.59µM*
CCOC(=O)CCCn1ccc2cc(S(=O)(=O)N3CCCC3)ccc21	-2.8%	-5.4%	-2.4	?	-8.7%	12.5	-3.2%	-5.3%	9.6%
O=C(N/N=C/c1cc([N+](=O)[O-])ccc1Cl)c1cnccn1	?	-1.3%[7.66 µM]	-18.1	5.17µM*	2.59µM*	24.9	-27.1%	4.11µM*	?
CC(C)(C)NC(=O)CSc1nnc(CN2CCCCCC2=O)n1-c1ccccn1	2.0%	16.0%	1.4	0.3%	-3.8%	-12.6	14.2%	0.5%	7.2%
O=C(NCc1ccccn1)C1CCN(S(=O)(=O)N2CCCCC2)CC1	13.8%	14.2%	-3.8	3.1%	4.7%	2.5	2.9%	0.9%	5.3%
O=C(N/N=C/c1ccco1)/C(=C/c1cccc([N+](=O)[O-])c1)NC(=O)c1ccccc1	4.9%	1.1%	4.3	-0.7%	-1.2%	26.4	?	3.9%	-15.1%
O=C1CCN(S(=O)(=O)c2ccccc2)CCN1CCOCc1cccc(F)c1	6.7%	10.0%	28.1	-27.4%	-7.4%	10.0	?	-1.0%	-12.8%
COC(=O)c1cc(S(=O)(=O)NCCc2sccc2C)c[nH]1	1.8%	-6.9%	-3.1	-6.4%	-3.0%	22.3	-4.7%	8.0%	-21.3%
COc1ccc(N(CC(=O)Nc2c(C)n(C)n(-c3ccccc3)c2=O)S(=O)(=O)c2ccccc2)cc1OC	19.5%	13.6%	5.1	-370.9%[inhibitor]	10.8%	14.8	?	17.2%	-0.6%
Nc1nonc1-c1noc(CCCCCN2C(=O)c3ccccc3C2=O)n1	1.0%	-11.0%	0.5	1.1%	-12.1%	-9.8	-6.1%	5.6%	-1.1%
CCOC(=O)c1c(C)[nH]c(C)c1S(=O)(=O)N1CCC(C(=O)N2CCN(c3cccc(Cl)c3)CC2)CC1	/	4.9%	9.2	/	29.2%	/	?	/	/
COc1ccc(N/N=C(\C#N)C(=N)SCc2ccccc2)cc1	-1.9%	?	3.1	-2.0%	2.2%	-23.3	0.0%	-14.9%	?
COc1ccc(-c2[nH]ncc2CN(C)C(C)c2ccon2)cc1F (stereo not drawn)	4.4%	?	4.0	-5.2%	1.7%	5.4	-0.8%	7.8%	-10.5%

Hits appear at their usual frequency (roughly 11% active in at least one column).
